esBAF inh: inhibitors of esBAF chromatin remodeling in mouse ES cells; Bmi1-luciferase knock-in reporter, 24 h; 100% = twice the neutral-well signal; reporter increase, % at 12.5 µM; hit rate 2% among 350,000; in the data active means activation above about 40%;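 further: 0% = median of the plate's neutral control wells and 100% = double that signal; a rise in the Bmi1 reporter signal indicates esBAF inhibition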
ERp5 inh: blocks human ERp5 reductase activity on insulin. Q15084. ERp5 insulin aggregation, absorbance 650 nm, 90 min. inhibition, % at 9.99 µM. hit rate 0.05% among 350,000. AID 651711;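 active means mean replicate inhibition above about 25%, with every replicate also reaching it, limit read from the data, passing the limit was not always enough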
Target sequence (Q15084 whole entry, looked up): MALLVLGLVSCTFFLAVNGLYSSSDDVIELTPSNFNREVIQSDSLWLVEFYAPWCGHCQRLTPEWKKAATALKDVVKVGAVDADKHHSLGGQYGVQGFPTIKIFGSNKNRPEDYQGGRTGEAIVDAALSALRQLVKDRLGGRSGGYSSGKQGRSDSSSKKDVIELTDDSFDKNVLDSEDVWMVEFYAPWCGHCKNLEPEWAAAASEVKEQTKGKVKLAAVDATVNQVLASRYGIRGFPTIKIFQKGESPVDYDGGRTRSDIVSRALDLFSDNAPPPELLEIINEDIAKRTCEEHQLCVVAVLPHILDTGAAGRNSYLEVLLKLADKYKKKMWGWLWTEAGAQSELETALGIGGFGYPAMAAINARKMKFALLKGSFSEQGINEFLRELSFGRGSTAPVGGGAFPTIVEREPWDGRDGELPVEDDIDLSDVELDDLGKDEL
RAD52 anneal inh: RAD52 (human) annealing inhibition; P43351; recombinant RAD52 DNA annealing, FRET fluorescence; inhibition, % at 18.7 µM; hit rate 0.46% among 360,000;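 active means every replicate showing at least 50% inhibition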
Target sequence (P43351 whole entry, looked up): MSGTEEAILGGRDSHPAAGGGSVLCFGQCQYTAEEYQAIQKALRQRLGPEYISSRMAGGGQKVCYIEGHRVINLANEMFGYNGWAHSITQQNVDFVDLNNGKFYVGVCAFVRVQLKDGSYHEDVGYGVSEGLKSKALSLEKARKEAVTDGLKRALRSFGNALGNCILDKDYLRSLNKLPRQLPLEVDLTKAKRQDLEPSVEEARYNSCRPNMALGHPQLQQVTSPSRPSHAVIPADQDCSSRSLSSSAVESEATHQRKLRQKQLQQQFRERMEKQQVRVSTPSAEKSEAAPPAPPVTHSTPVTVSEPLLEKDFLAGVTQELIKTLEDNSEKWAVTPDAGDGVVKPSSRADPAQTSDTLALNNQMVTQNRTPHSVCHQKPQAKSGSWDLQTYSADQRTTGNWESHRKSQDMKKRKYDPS
E-sel inducer: induces E-selectin expression in human endothelial cells; activation, % at 7.58 µM; HUVEC E-selectin immunofluorescence imaging; normalized: neutral wells 0, TNF-alpha wells 100; hit rate 0.37% among 260,000;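 active means mean E-selectin-positive cell signal at least 10% of the positive control, reached in at least 60% of replicates, without over 20% cell loss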;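 further: in these data hits start at about 27%; measured in HUVEC primary endothelial cells; signal is the percent of cells scored E-selectin positive by PE staining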
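Assay system: HUVEC primary endothelial cells. Input: 3,000 HUVEC seeded per well. Doses: one compound dose added by pin transfer. Read-out basis: % PE-positive cells. Benchmarks: TNF-alpha high, DMSO low. Detection: immunofluorescence imaging. Buffer or medium: EGM-2, gelatin.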
S100A4 MyoIIA: blocks human S100A4 binding to myosin IIA peptide. P26447. S100A4/TAMRA-MyoIIA peptide fluorescence polarization. AID 652163. inhibition, % at 10.7 µM. hit rate 0.14% among 360,000;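 active means mean inhibition of at least 70% across replicates, with every replicate also reaching that level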
Target sequence (P26447 whole entry, looked up): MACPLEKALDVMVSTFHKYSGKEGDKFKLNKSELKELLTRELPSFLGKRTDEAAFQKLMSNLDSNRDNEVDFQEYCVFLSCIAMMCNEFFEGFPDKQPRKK
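Test system: S100A4 monomer protein; Medium: HEPES pH 7.2 with CaCl2, KCl, NaCl, DTT, Triton; Probe or stimulus: TAMRA-labelled myosin IIA heavy-chain peptide probe, 5 nM; Doses: one dose per compound; Times: polarization read 5 min after assay mix addition, stable 5–60 min; Benchmarks: neutral control DMSO, positive control TFP.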
RAD54 inh: RAD54 (human) branch migration inhibition | Q92698 | hit rate 0.14% among 360,000 | RAD54 Holliday junction branch migration, FAM/BHQ fluorescence | inhibition, % at 10.4 µM | AID 602329;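 active means mean normalized replicate activity at least 40 and at least half of replicates scoring 40 or more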;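 further: 0% = median of neutral control wells and 100% = median of positive control wells; inhibitors cause a drop in the FAM fluorescence signal; in these data hits start at about 50%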
XiGFP reactiv: reactivates the inactive X chromosome in mouse fibroblasts | XiGFP mouse fibroblasts, % GFP-positive cells imaging, 3 d; cells co-treated with 5-aza-dC sensitizer; scaled so ellipticine positive control = 100% | activation, % at 7.58 µM | hit rate 0.055% among 360,000 | AID 743238;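 active means mean normalized replicate activation at least 10% and every replicate at or above 10%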;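 further: 0% = median of on-plate neutral control wells and 100% = ellipticine 6 µM median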
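System: 68-5-11 XiGFP fibroblast line; Timing: 3 days compound exposure; Compound dosing: one concentration, pinned; Benchmarks: positive control ellipticine, 6 µM final; Buffer or medium: DMEM containing 5-aza-dC.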
ERAP1 HTS inh: inhibitors of human ERAP1 aminopeptidase | inhibition, % at 10.7 µM | Q9NZ08 | hit rate 0.15% among 340,000 | recombinant ERAP1, Leu-AMC fluorescence, 60 min;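 active means mean replicate inhibition of at least 30%, or all replicates individually reaching that 30% level; inactive means mean below 30% and not every replicate reaching it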;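 further: 0% = neutral control wells and 100% = L-leucinethiol positive control wells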
Numbers without * were called inactive; . = not tested or not shown; & = joins results of further samples. Compounds were not picked by outcome (roughly 2.5% active in at least one column).

SMILES	esBAF inh	ERp5 inh	RAD52 anneal inh	E-sel inducer	S100A4 MyoIIA	RAD54 inh	XiGFP reactiv	ERAP1 HTS inh
Cc1ccc(S(=O)(=O)N(C)C[C@H]2Oc3ccc(NC(=O)Nc4ccccc4)cc3C(=O)N([C@@H](C)CO)C[C@H]2C)cc1	-3	-1	-7	0.0	102*	-8	-0.4	1
O=C(NN1CCOCC1)c1cccc(F)c1	.	3	0	.	3	.	0.2	-6
C[C@@H]1CN([C@H](C)CO)C(=O)c2cc(NS(=O)(=O)c3cn(C)cn3)ccc2O[C@@H]1CN(C)S(=O)(=O)c1ccccc1	3	-3	7	0.0	2	-2	-1.2	2
O=C(C1CCOCC1)N1CC[C@@H]2[C@H]1c1cc(Br)ccc1N[C@@H]2CO	2	-3	-17	-0.2	0	3	0.3	-4
O=C(O)CNS(=O)(=O)c1ccc2c(c1)C(=O)c1cc(S(=O)(=O)NCC(=O)O)ccc1-2	-1	-3	-17	.	-1	4	-0.1	3
O=C(C[C@@H]1C[C@H]2c3cc(NC(=O)NC4CCCC4)ccc3O[C@H]2[C@@H](CO)O1)NCc1cc(F)ccc1F	8	.	.	0.5	.	-6	0.4	.
C1CCN(CC2CCCCN2)CC1 (configuration not stated)	.	-9	-3	.	-2	-7	-0.2	0
CC(C)Cc1nnc(NC(=O)CCC(=O)N2CCN(Cc3ccccc3)CC2)s1	2	5	-4	.	10	-12	0.0	0
O=C(NCO)c1cccnc1	-7	-1	3	.	1	-11	.	1
Cc1noc(C)c1NC(=O)Nc1ccc2c(c1)C(=O)N([C@@H](C)CO)C[C@@H](C)[C@H](CN(C)C)OCCCC[C@@H](C)O2	5	-4	10	0.1	5	-2	-0.8	2
C[C@@H]1CN([C@H](C)CO)C(=O)c2cccc(NC(=O)c3cnccn3)c2O[C@@H]1CN(C)Cc1ccc2c(c1)OCO2	-1	3	-13	-11	-3	0	0.0	1
COc1ccc(C2C(C(C)=O)=C(C)Nc3ncnn32)cc1 (configuration not stated)	-9	3	-10	.	0	-9	0.0	1
CCC(C)(C)NC(=O)C(c1cccc(OC)c1OC)N(CCC(C)C)C(=O)CCC(=O)Nc1cc(C)on1 (configuration not stated)	.	3	-14	.	1	.	0.0	16
COc1ccc(C(NC(=O)c2ccc(=O)[nH]c2)C(=O)Nc2ccc(C(C)C)cc2)cc1 (configuration not stated)	0	-2	-15	.	-6	.	0.0	3
COc1ccc(S(=O)(=O)N(C)C[C@@H]2OCCCC[C@H](C)Oc3ccc(NC(=O)Nc4c(C)noc4C)cc3C(=O)N([C@H](C)CO)C[C@H]2C)cc1	-2	-2	-19	-0.3	-2	-1	0.1	-2
COc1cc2ccccc2cc1C(=O)N(CCN(C)C)c1nc2c(F)cc(F)cc2s1	0	-3	-3	.	-6	3	0.0	0
COc1ccc(NC(=O)c2cc(S(=O)(=O)N3CCCC3)ccc2OC)cc1	2	1	-18	.	0	3	0.1	-4
CNC[C@@H]1Oc2ccc(NC(=O)CCC(F)(F)F)cc2CC(=O)N([C@H](C)CO)C[C@H]1C	0	0	-1	-0.1	3	2	-0.7	2
CCOc1ccc(Br)cc1S(=O)(=O)N1CCC(C(N)=O)CC1	6	-8	-2	0.4	4	-3	0.1	1
CCCN(CC(=O)Nc1ccccc1C)C(=O)c1ccc(S(=O)(=O)N2CCCC2)cc1	1	-13	-7	0.4	-4	-2	-0.1	2
COCc1cc(C)nc(Nc2cc(C)ccc2C)c1C#N	-6	0	1	.	-3	-13	.	6
O=C(C[C@H]1CC[C@H]2[C@@H](COC[C@@H](O)CN2CC2CCCCC2)O1)NCC1CC1	-3	-1	5	0.1	1	1	0.0	1
Cc1ccccc1S(=O)(=O)Nc1ncnc2sccc12	-11	5	-25	.	-3	3	0.0	-3
C#C[C@]1(O)CC[C@H]2[C@@H]3CCc4cc(OC)ccc4[C@H]3CC[C@@]21C	30	-7	-3	1.7	-1&-13	1	0.2	-1
CCCCn1c(SCC(N)=O)nc2sc3c(c2c1=O)CCC3	-1	2	4	0.0	7	4	0.3	0
CC1(c2nnc(-c3ccc(F)cc3)o2)CC(c2ccc([N+](=O)[O-])cc2)=NO1 (configuration not stated)	-1	0	-6	-0.2	5	-3	0.0	4
C[C@H]1CN([C@@H](C)CO)C(=O)c2cc(NC(=O)Cn3cnnn3)ccc2O[C@H]1CN(C)S(=O)(=O)c1ccc(F)cc1	8	2	-16	0.2	-3	5	-0.6	8
COCC(=O)Nc1ccc2c(c1)C(=O)N(C)C[C@@H](OC)[C@H](C)CN(Cc1cc(F)ccc1F)[C@@H](C)CO2	1	2	-6	-0.3	-17	-2	-0.6	-7
CCN1CCN(Cc2nc3ccc([N+](=O)[O-])cc3c(=O)n2-c2ccc(OC)cc2OC)CC1	.	-1	2	0.1	-2	.	0.1	-1
CN1CC(=O)N(CC(=O)Nc2ccc3c(c2)CCC3)C1=O	-8	-1	-9	0.1	5	4	0.0	-2
Cc1cc(C)n(C(=O)CNC(=O)c2ccccc2F)n1	5	0	-3	.	2	-6	0.0	5
CO[C@@H]1CN(C)C(=O)c2ccc(NC(=O)Nc3cccc(F)c3)cc2OC[C@@H](C)N(C(=O)Nc2cccc(F)c2)C[C@H]1C	15	10	-49	0.3	-10	5	0.3	-2
O=C(COC(=O)CCOc1ccccc1)Nc1cc(S(=O)(=O)N2CCCCC2)ccc1Cl	-1	2	-14	.	-5	2	0.2	2
CO[C@H]1CN(C)C(=O)c2cc(NC(=O)C3CCCC3)ccc2OC[C@@H](C)N(C(=O)CC2CC2)C[C@@H]1C	-3	-17	6	-0.1	-23	10	0.1	-1
O=C(c1cccs1)N1CCN(S(=O)(=O)c2cccc(Cl)c2Cl)CC1	.	0	-1	.	0	.	0.1	-2
Cc1ccccc1C(=O)NCC(C)NC(=O)c1ccccc1C (configuration not stated)	.	2	-6	4.2	2	.	0.4	6
COC(=O)c1ccc(CN2C(=O)c3ccccc3C2=O)o1	0	-1	-22	0.0	-1	0	-0.1	-1
CN(C)c1ccc2c(c1)[C@@H]1C[C@H](CC(=O)NCc3cccc(F)c3)O[C@H](CO)[C@@H]1O2	-3	1	-220	0.1	0	2	0.0	4
CC(C)n1c(SCC(=O)NC2CC2)nnc1-c1ccco1	.	-4	-7	0.0	16	-10	0.0	-4
Cc1oc(CC(C)C)cc1C(N)=O	.	1	-8	.	-5	.	0.0	-9

Complete entries, quoted from the list.
Entry for Cc1ccccc1C(=O)NCC(C)NC(=O)c1ccccc1C (configuration not stated) : esBAF inh = .; ERp5 inh = 2; RAD52 anneal inh = -6; E-sel inducer = 4.2; S100A4 MyoIIA = 2; RAD54 inh = .; XiGFP reactiv = 0.4; ERAP1 HTS inh = 6
Entry for CC1(c2nnc(-c3ccc(F)cc3)o2)CC(c2ccc([N+](=O)[O-])cc2)=NO1 (configuration not stated) : esBAF inh = -1; ERp5 inh = 0; RAD52 anneal inh = -6; E-sel inducer = -0.2; S100A4 MyoIIA = 5; RAD54 inh = -3; XiGFP reactiv = 0.0; ERAP1 HTS inh = 4

Further compounds:
SMILES	esBAF inh	ERp5 inh	RAD52 anneal inh	E-sel inducer	S100A4 MyoIIA	RAD54 inh	XiGFP reactiv	ERAP1 HTS inh
Cc1ccc(S(=O)(=O)Nc2ccc3c(c2)C(=O)N([C@@H](C)CO)C[C@@H](C)[C@@H](CN(C)C(=O)Nc2ccc(F)cc2)OCCCC[C@H](C)O3)cc1	7	-2	-12	.	17	1	0.2	-1
CC1(C(=O)Nc2ccc3[nH]ncc3c2)CCN1C(=O)CC(c1ccccc1)c1ccccc1 (configuration not stated)	0	-3	7	-0.1	0	3	-0.1	3
C[C@H](O)C#Cc1ccc([C@@H]2[C@@H](CO)N3CCCCN(C(=O)c4ccc5c(c4)OCO5)C[C@H]23)cc1	3	3	-13	-0.1	-6	6	0.0	2
O=C(NCCN1CCCC1)c1cccc(Cl)c1	-1	1	-17	.	0	-2	0.0	-5
Cc1nc2cc(NS(=O)(=O)c3cccc(F)c3)ccc2s1	.	1	2	0.2	7	.	0.0	-1
C[C@H]1CN([C@@H](C)CO)C(=O)CCCn2nncc2CO[C@H]1CN(C)Cc1ccc2c(c1)OCCO2	5	1	-3	0.2	15	9	0.0	2
CCCC(=O)Nc1ccc(C(=O)N/N=C/c2ccc([N+](=O)[O-])o2)cc1	.	-2	-17	.	0	.	1.3	7
Cc1ccc(-c2nc(SCC(=O)Nc3cc(C)on3)c3c(=O)n(C)c(=O)n(C)c3n2)cc1	-7	-10	-11	4.6	0	5	0.3	-5
O=C(C1CCCC1)N1C[C@H]2[C@@H](c3ccccc31)[C@H](CO)N2C(=O)c1ccccc1F	-1	1	0	0.0	54	-3	0.0	1
Cc1cc(C)c(NC(=O)C2CCN(C(=O)c3ccco3)CC2)c(C)c1	3	-2	-14	.	-2	9	0.1	2
C[C@@H]1CN([C@@H](C)CO)C(=O)c2cccc(NC(=O)Nc3ccc(C(F)(F)F)cc3)c2O[C@@H]1CN(C)C(=O)Nc1ccc2c(c1)OCO2	-4	.	.	0.2	.	3	-1.0	.
COC(=O)C[C@H]1CC[C@@H](NS(=O)(=O)c2ccccc2F)[C@H](CO)O1	2	-1	5	0.7	1	2	0.7	2
CC(C)OCCCNC(=O)Cn1ccc2cc(S(=O)(=O)N3CCCCC3)ccc21	5	3	-9	.	1	-8	0.0	-3
CCc1c(O)nc(SCC(=O)Nc2ccc(C)cc2)n(C2CCCCC2)c1=O	5	5	-274	.	-11	-17	.	3
C[C@H]1CN([C@@H](C)CO)C(=O)Cc2cc(NC(=O)Nc3ccc(C(F)(F)F)cc3)ccc2O[C@H]1CN(C)S(C)(=O)=O	5	-1	11	.	8	1	-0.3	-1
O=C(O)/C=C/c1ccc2c(-c3ccccc3)onc2c1	.	-1	-28	.	-3	.	0.4	-1
COc1ccccc1C(C)NC(=O)CCOc1cccc(C)c1 (configuration not stated)	-9	0	-6	0.1	0	3	0.0	1
Cc1cc(Cl)ccc1NC(=S)N1CCN(C(=O)c2ccco2)CC1	.	1	0	-0.2	-3	-6	0.3	-1
Cc1ccc(S(=O)(=O)Nc2ccc3c(c2)C(=O)N([C@H](C)CO)C[C@H](C)[C@H](CN(C)Cc2ccc(C(=O)Nc4ccccc4N)cc2)O3)cc1	-19	1	3	1.1	5	-6	-1.0	-1
Cc1csc(C(=O)O)c1-c1c(C)csc1C(=O)O	.	-3	6	.	-1	0	0.1	3
O=C(CC1CC1)N1CC[C@H]2[C@H](CO)Nc3ccc(-c4ccccc4)cc3[C@H]21	2	-1	19	2.0	-1	-8	0.2	0
O=C(NCC(=O)N1CCCCCCC1)c1ccc(Cl)cc1	13	0	-9	-0.3	4	5	0.0	-1
Cc1ccccc1-c1ccc([C@H]2[C@@H](CO)N3C(=O)CN(C(=O)Nc4ccc(F)cc4)C[C@@H]23)cc1	.	4	-32	0.1	-14	.	0.2	-1
CC(C)CNS(=O)(=O)c1ccc(CCC(=O)N2CCC(C(N)=O)CC2)cc1	.	1	-5	.	-19	.	-0.1	3
CN(C)CC(=O)N1[C@@H]2Cn3c(ccc(-c4ccccc4)c3=O)[C@H]1[C@@H](C(=O)N1CCN(C)CC1)[C@@H]2CO	-11	-3	-5	0.0	0	-3	0.0	-4
Cc1cccc(NC(=O)c2onc3c2CCCC3)n1	.	-2	3	.	6	-10	-0.1	0

Assay outcomes deposited in PubChem by Broad Institute.
